# Growth percent in the NCI-60 one-dose screen (48 h, 10 µM unless noted): 100 = growth as untreated, 0 = no growth, -100 = all killed.
# SK-MEL-5: SK-MEL-5 melanoma; 80,000 compounds, 6.4% hits; AID 1794755
# MDA-MB-435: MDA-MB-435 melanoma | 82,000 compounds, 7.8% hits
# UACC-257: UACC-257 melanoma; 78,000 compounds, 4.4% hits; AID 1794764
# LOX IMVI: LOX IMVI melanoma. 79,000 compounds, 7.4% hits. AID 1794757
# UACC-62: UACC-62 melanoma | 81,000 compounds, 5.4% hits
# SK-MEL-2: SK-MEL-2 melanoma | 77,000 compounds, 4.7% hits | AID 1794763
# SK-MEL-28: SK-MEL-28 melanoma. AID 1794761. 81,000 compounds, 4.1% hits
# MALME-3M: MALME-3M melanoma; 78,000 compounds, 5.8% hits
# The depositor's hits bear a star; / = no result given; & = joins results of further samples; [ ] = remark or other dose. How the source made its calls: active means growth percent below 10; inactive means the rest.
SMILES,SK-MEL-5,MDA-MB-435,UACC-257,LOX IMVI,UACC-62,SK-MEL-2,SK-MEL-28,MALME-3M
Cc1oc2ncnc(Nc3ccccc3)c2c1C(=O)NCCO,97.5,101.5,/,95.4,86.2,112.6,98.9,107.5
CCOC(=O)Cc1cnn(C)c1NC(C)=O,97.3,107.1,98.7,101.8,102.0,95.8,100.8,89.9
O=C1Nc2ccc([N+](=O)[O-])cc2C1=Nc1ccc(Cl)c(C(F)(F)F)c1,/,102.5,121.5,104.8,83.4,110.7,115.1,102.5
CCC(C)c1ccccc1OCC(C)OC(=O)Cc1ccccc1 (configuration not stated),101.2,106.3,72.3,101.5,/,92.4,111.7,95.9
COc1ccc(-c2cc(-c3cccnc3)nc(OCc3nnc(-c4ccc(Cl)cc4)o3)c2C#N)cc1OC,94.8,109.5,111.6,96.7,94.2,87.8,111.2,107.2
O=NN(CCCl)C(=O)NC1CCCCC1,105.3&107.5,109.8&98.5,111.5&89.1,100.4&81.4,106.9&80.2,91.5,110.9&110.4,111.9&101.4
COc1cc(-c2nc(-c3ccccc3)[nH]c2-c2ccnc(NCCCNS(=O)(=O)c3ccc(F)cc3)n2)ccc1F,72.3,56.7,85.7,63.2,79.8,87.9,78.3,86.5
CCN(CC)CCC(CN=C(N)N)c1ccc(Cl)cc1 (configuration not stated),98.8,106.2,65.5,96.5,104.1,106.1,98.8,119.2
CCC(C)C(C)(C)O (configuration not stated),108.9,110.8,100.5,91.6,108.6,112.3,99.4,102.7
CC(=O)c1c(C)nc2ccccc2c1/C=C/c1ccc(F)cc1,69.5,103.5,95.2,81.4,74.9,93.3,114.2,123.1
COc1cc(-c2nn(-c3cccc(NC(=O)c4cccc(C(F)(F)F)c4)c3)cc2-c2ccncc2)ccc1Cl,-33.0*,-39.6*,34.5,11.4,27.2,-38.6*,32.5,10.1
CCCCCCCCCCCCCCCn1nnnc1N,101.4,100.5,94.8,109.5,101.7,113.0,98.0,105.8
Cc1cc(N=Nc2ccc(N=Nc3ccc(O)c(C(=O)O)c3)cc2)c(N)cc1N,94.4,101.1,93.5,96.0,94.0,108.3,98.5,92.8
CC(=O)N(O)c1ccc(/C=C/c2ccccc2)cc1,73.7,55.1,-6.8*,25.9,32.2,92.7,75.4,94.0
CC1=C(C#N)C(C)(C)C(C#N)=C(C)N1,100.5,104.8,102.7,98.3,104.5,109.2,109.7,109.0
O=S(Cc1ccc(Cl)cc1)c1ccccc1 (configuration not stated),100.1,97.0,91.3,101.8,98.5,108.3,104.1,173.5
O=C1C=C(Cl)C(=O)c2ccccc21,/,112.1,96.2,/,98.2,/,115.7,85.1
Cc1[nH]nc(-c2cccnc2)c1N=NN(C)C,97.1,103.2,102.0,100.8,97.4,110.2,95.8,135.6
O=C(NO)c1ccncc1,108.5&106.1,116.6&100.7,86.5&90.8,109.1&102.6,95.0&105.8,95.0&90.3,119.1&106.6,101.7
COc1ccc(-c2nc3ccccn3c2/C=C/C(=O)c2cc(OC)c(OC)c(OC)c2)cc1OC,-86.7*,20.3,52.8,4.2*,19.9,-28.5*,29.1,45.9
CCOC(=O)c1c(C)nc2c(c1N)CC(=O)N2Cc1ccc(OC)c(F)c1,93.5,100.5,93.7,93.7,88.5,92.9,106.1,113.0
CCC12OC(COc3ccccc3)CN1CCN2c1ccccc1 (configuration not stated),104.3[100 µM],98.6[100 µM],95.8[100 µM],/,89.5[100 µM],99.4[100 µM],102.9[100 µM],98.4[100 µM]
N#CC1=C(N)Oc2n[nH]c(-c3ccc(F)cc3)c2C1c1ccco1 (configuration not stated),87.3,86.4,93.3,83.5,87.8,97.8,104.4,110.2
Cc1cc(NS(=O)(=O)c2ccc(Nc3ccnc(SCC(=O)c4ccc(F)cc4)n3)cc2)no1,100.2,108.7,103.9,97.6,86.6,105.0,110.1,107.5
O=C(/C=C\c1cccc([N+](=O)[O-])c1)c1ccccc1,76.3,65.7,/,3.7*,71.9,100.3,5.2*,36.6
CN(C)c1ccc(C(=C2C=CC(=[N+](C)C)C=C2)c2cc(S(=O)(=O)O)cc3cc(S(=O)(=O)O)ccc23)cc1,109.1&107.7,99.0&134.5,102.9&102.8,100.1&107.5,100.5&107.4,102.9&109.3,105.3&97.7,101.3&117.5
O=C(Nc1nc2ccccc2s1)c1ccc(F)cc1,91.3,100.6,107.8,100.6,89.5,113.8,113.6,96.2
ClCCCOCCCCl,105.5,107.6,94.9,102.3,111.6,104.4,95.4,93.2
COS(=O)OCCCl (configuration not stated),100.3,104.6,102.8,94.5,110.9,91.6,108.7,93.6
C#Cc1cnc(Nc2ccc(OC)cc2)nc1NCCCNC(=O)C1CCC1,92.6,79.7,115.9,37.0,77.5,95.4,94.8,79.1
CCOC(=O)c1sc2nc(-c3ccc(O)cc3)nc(N3CCOCC3)c2c1C,74.2,57.8,106.5,46.0,70.4,94.0,68.1,57.1
COc1ccc(C2Nc3nc(-c4ccncc4)nn3C(N)=C2C#N)cc1 (configuration not stated),104.3,111.1,/,94.9,91.2,103.6,118.7,112.3
O=C(N1CCOCC1)C12OC3CC(CC(C3)O1)O2,100.5,103.5,/,95.6,106.4,/,115.6,98.2
O=C(Nc1ccccn1)c1ccc2ccc3ccc(C(=O)Nc4ccccn4)nc3c2n1,96.2,101.5,98.9,106.0,97.6,101.0,104.8,107.4
NC(=S)N1N=C(c2cc3ccccc3o2)CC1c1c[nH]c2ccccc12 (configuration not stated),94.5,77.5,110.1,87.8,83.5,87.7,114.1,92.9
c1ccc2c(NCCCN3CCN(CCCNc4c5ccccc5nc5ccccc45)CC3)c3ccccc3nc2c1,-70.3*[100 µM],-88.4*[100 µM],-36.4*[100 µM],/,-88.5*[100 µM],-76.8*[100 µM],-72.3*[100 µM],-69.7*[100 µM]
CC(=O)C1=C(O)C2(C)c3c(O)c(C)c(O)c(C(C)=O)c3OC2CC1=O (configuration not stated),51.5,95.2,93.6,63.5,42.4,70.9,83.4,83.2
CCCCCCc1coc2c(O)c(O)ccc2c1=O,86.6,70.7,95.8,68.5,71.6,99.2,93.7,98.1
Nc1ccccc1C1(c2ccccc2)N=C(c2ccccc2)c2ccccc2N1 (configuration not stated),100.8,95.7,91.6,/,91.5,106.8,98.2,95.2
O=C1NC(=O)/C(=C/c2ccccc2)N1,95.0,113.9,109.3,108.6,102.3,115.1,102.7,108.9
CC1=C(C(=O)Nc2ccccc2C)C(c2cccc([N+](=O)[O-])c2)C(C(=O)Nc2ccccc2C)=C(C)N1,94.4,97.2,105.5,95.0,68.8,109.6,99.1,85.9
N=C(N)c1ccc(-c2ccc(-c3cccs3)s2)cc1,31.4,-85.9*,34.6,-81.7*,40.4,99.0,37.7,-80.1*
Cc1[nH]c(=O)[nH]c(=O)c1Cl,101.2,99.3,/,91.5,/,103.9,106.2,97.6
CCCc1ccc(CC(C)C=O)cc1 (configuration not stated),94.8,103.4,100.8,96.7,/,103.2,102.0,95.0
Cn1ncc(Cl)c1-c1cc(C(=O)N[C@H](CN)Cc2cccc(F)c2)sc1Cl,-96.1*,4.3*,-87.7*,-51.9*,-19.5*,/,-72.7*,-73.8*

# Arranged by molecular weight (rising): some entries from above.
SMILES,SK-MEL-5,MDA-MB-435,UACC-257,LOX IMVI,UACC-62,SK-MEL-2,SK-MEL-28,MALME-3M
Cc1[nH]c(=O)[nH]c(=O)c1Cl,101.2,99.3,/,91.5,/,103.9,106.2,97.6
CCCc1ccc(CC(C)C=O)cc1 (configuration not stated),94.8,103.4,100.8,96.7,/,103.2,102.0,95.0
O=C(N1CCOCC1)C12OC3CC(CC(C3)O1)O2,100.5,103.5,/,95.6,106.4,/,115.6,98.2
CCCCCCc1coc2c(O)c(O)ccc2c1=O,86.6,70.7,95.8,68.5,71.6,99.2,93.7,98.1
N=C(N)c1ccc(-c2ccc(-c3cccs3)s2)cc1,31.4,-85.9*,34.6,-81.7*,40.4,99.0,37.7,-80.1*
NC(=S)N1N=C(c2cc3ccccc3o2)CC1c1c[nH]c2ccccc12 (configuration not stated),94.5,77.5,110.1,87.8,83.5,87.7,114.1,92.9
Nc1ccccc1C1(c2ccccc2)N=C(c2ccccc2)c2ccccc2N1 (configuration not stated),100.8,95.7,91.6,/,91.5,106.8,98.2,95.2
CCOC(=O)c1sc2nc(-c3ccc(O)cc3)nc(N3CCOCC3)c2c1C,74.2,57.8,106.5,46.0,70.4,94.0,68.1,57.1
Cn1ncc(Cl)c1-c1cc(C(=O)N[C@H](CN)Cc2cccc(F)c2)sc1Cl,-96.1*,4.3*,-87.7*,-51.9*,-19.5*,/,-72.7*,-73.8*

# Further structures
SMILES,SK-MEL-5,MDA-MB-435,UACC-257,LOX IMVI,UACC-62,SK-MEL-2,SK-MEL-28,MALME-3M
CNC(=O)c1cc(-n2ccc3cc(NC(=O)c4ccccc4)ccc32)ccn1,80.8,36.7,91.9,80.8,85.7,104.4,92.1,85.6
CNCCOC(=O)c1ccccc1,108.8,118.7,80.1,96.4,97.3,96.3,109.5,98.5
Clc1ccc(-c2nnc(COc3ccccc3Cl)o2)cc1,91.4,58.4,80.6,81.5,79.7,99.1,85.1,72.4
C=C1C(=O)O[C@H]2[C@H]1CC/C(COC(=O)CCSSCCC(=O)OC/C1=C/CC[C@@]3(C)O[C@H]3[C@H]3OC(=O)C(=C)[C@@H]3CC1)=C\CC[C@@]1(C)O[C@@H]21,41.7,10.8,-7.7*,-75.8*,36.7,52.4,-42.8*,-27.1*
CC1(C)C2(C#N)C(=O)NC(=O)C12C#N (configuration not stated),105.3,105.8,101.3,100.0,118.3,115.5,110.4,125.4
COc1ccc(/C=C2\Cc3c(Br)cccc3C2=O)c(OC)c1,47.9,7.8*,98.2,59.9,38.9,/,64.3,60.2
Nc1nc(N)c(N=Nc2ccc(SCC(=O)O)cc2)c(=O)[nH]1,107.2,116.6,101.1,96.5,107.3,118.7,128.9,111.2
COc1ccc2c(c1)C(C)Cc1c(ncn3c(-c4ccc(Cl)cc4)nnc13)N2C (configuration not stated),105.2,101.5,/,105.2,101.8,109.9,112.5,104.4
COc1ccc(NC(=O)c2nc(-c3cc(OC)c(OC)c(OC)c3)n(-c3ccc(OC)cc3)n2)cc1,87.5,104.3,98.6,92.2,84.7,91.0,107.3,102.3
Cc1ccc(S(=O)(=O)/C(=C\c2ccc(Cl)cc2)C(=O)c2ccc(F)cc2)cc1,102.6,96.0,101.0,106.4,99.9,/,100.4,99.6
Cn1c(SCC(=O)NNc2ncnc3ccccc23)nc(-c2ccccc2)c(C#N)c1=O,101.2,106.5,97.0,/,94.8,125.5,105.9,102.4
Oc1ccc(N=Nc2ccccc2)c2ccccc12,101.8,126.4,100.5,82.7,76.2,86.2,120.9,/
CN1CCN(C(=O)Nc2cccc(-c3ccccc3)c2)CC1,98.9,104.6,13.6,99.1,90.5,107.7,107.1,120.0
N#CC(=C1C=CC(=NO)C=C1)c1ccccc1,2.6*,-20.7*,65.6,-6.5*,/,41.1,76.3,59.1
C[C@@H]1[C@H]2C[C@@H](C[C@H]1NC(=O)c1cc(-c3ccccc3)on1)C2(C)C,81.3,75.3,99.3,92.6,80.2,96.2,97.0,73.8
COc1cc(CC(=O)OC(=O)Cc2cc(OC)c(OC)c(OC)c2)cc(OC)c1OC,/,106.0,112.2,101.8,100.8,105.4,102.6,106.9
CCC(OC(C)C)OC(C)C,112.7,99.9,98.4,87.9,105.3,104.9,101.4,101.8
CCC(CO)Nc1nc2ccc(Cl)cc2c2ccccc12 (configuration not stated),68.4,58.0,97.5,67.2,60.4,84.1,90.8,85.8
O=C(CSc1nnc(-c2cccs2)n1-c1ccccc1)Nc1cccc(F)c1,97.3,95.7,97.4,99.5,82.1,105.5,99.1,75.3
O=C1c2cccnc2C(=O)c2c1c(C(=O)OCCN1CCOCC1)c1ccccn21,-90.5*,-36.0*,-47.0*,-46.0*,-52.7*,7.2*,-3.3*,-64.8*
Nc1c(-c2ccc3c(c2)OCCO3)oc2ccc(Cl)cc2c1=O,93.9,66.3,95.1,103.2,92.3,103.8,109.6,100.8
CNC(=O)c1cccc(N2CCc3c2ccc(NC(=O)Nc2cccc(C(F)(F)F)c2)c3F)c1,48.9,74.0,85.7,97.2,56.1,95.1,65.5,80.0
COc1ccc(C(=O)N2NC(=O)/C(=C/c3ccccc3F)N=C2c2ccccc2)cc1,113.0,106.1,99.7,102.1,102.3,/,112.3,108.9
COc1ccc(Oc2ccc(/C=C/C(=O)c3cc4ccccc4oc3=O)cc2)cc1,92.7,89.3,93.3,70.7,76.7,101.7,98.6,94.2
Cc1n[nH]c(C)c1N=Nc1ccc(N=Nc2c(C)n[nH]c2C)cc1,96.5,105.4,104.0,95.5,98.7,109.9,118.6,109.1
COc1ccc(NC(=S)/N=C2\NN=C(c3ccccc3)CS2)cc1,100.5,100.4,96.3,101.8,93.9,95.1,108.6,96.4
CC1CC(NC(N)=O)NC(=O)N1 (configuration not stated),98.3,94.0,93.8,108.7,99.1,101.5,91.6,107.4
O=C(Nc1cccc(Cl)c1)Oc1c(Br)c(Br)c(Br)c(Br)c1Br,75.2,99.8,69.4,88.6,82.1,79.0,93.1,90.7
CN1C(=O)c2c3c(cc4cccc1c24)C(C)(C)NC3=O,101.8,111.4,96.3,103.1,93.5,89.1,102.8,126.7
CC[N+](CC)(CC)CCOc1cccc(OCC[N+](CC)(CC)CC)c1OCC[N+](CC)(CC)CC,100.9&99.9,104.9&104.0,103.3&116.5,95.6&99.9,104.8&99.0,84.2&111.9,108.6&109.4,97.8

# This is a random part of the collection. Share with any hit: about 13%.
